APP transl inh – inhibitors of APP translation via 5'UTR reporter, primary screen, APP 5'UTR luciferase, SH-SY5Y cells | SH-SY5Y APP 5'UTR-luciferase reporter, luminescence | AID 1285, 2008 | actives 0.82% (n = 190,000) | inhibition, % at 2 µM;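 active = inhibition above a set limit, derived from the sample mean plus 3 SD, cut at about 45% in these data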; also: values of inactives mirror those of a sister screen read the other way
Diaphorase act – compounds boosting diaphorase resazurin reduction – biochemical, uHTS, resorufin fluorescence, counter-screen for diaphorase-coupled primary assays, primary screen | activation factor at 20 µM | actives 0.005% (n = 190,000) | Diaphorase/resazurin coupled assay, 16 min; hits give high values; 1 = vehicle wells, 0 = NADH-free wells;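 active = diaphorase activity raised at least twofold by the compound at 20 µM; inactive = activation factor below 2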
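Test system: Clostridium kluyveri diaphorase, purified enzyme; input: enzyme 0.07 U/mL final; buffer or medium: 50 mM HEPES pH 7.4 with 4.542 mM MgCl2, 0.005% Tween 20; also added: 0.114 mM NADH and 0.1 mM resazurin, final amounts; schedule: 16 min enzyme reaction, ambient temperature; technique: fluorescence of resorufin, 544 nm excitation, 590 nm emission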
Hsp70 activator – Hsp70 transcriptional activators, primary screen, cell-based, HeLa, Hsp70 promoter luciferase, luminescence, 10 µM; activation, % at 10 µM; actives 0.04% (n = 200,000); HeLa Hsp70 promoter luciferase reporter; scaled: vehicle 0, proteasome-inhibitor control 100%;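 active = activation above the mean across all tested compounds plus 3 SD, cutoff set per campaign, cut at about 5.5% in these data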;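 also: 100% = MG132 at 30 µM as the positive control and 0% = DMSO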
G6PDH counter – L. mesenteroides G6PDH inhibitors, counter-screen for G6PDH-coupled screening assays, biochemical, Leuconostoc mesenteroides enzyme | actives 0.12% (n = 200,000) | inhibition, % at 5 µM | Purified L. mesenteroides G6PDH, diaphorase/resazurin coupled fluorescence, 45 min | glucose-6-phosphate dehydrogenase [Leuconostoc mesenteroides]; in the data active = inhibition above about 50%
STAT3 act – IL-6 driven STAT3 reporter potentiators, primary screen, U3A cells, luciferase, luminescence, MLSCN library; activation (% of control), % at 5.6 µM; IL-6 STAT3-luciferase reporter; 100% = signal with IL-6 EC80 alone; actives 0.91% (n = 190,000);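 active = activation above the screen-wide mean of compound activation plus 3 SD, cut at about 130% in these data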;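 also: 0% = background luminescence of wells with medium and substrate only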
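Detection: reporter luminescence signal / Assay system: STAT1-lacking human U3A cells, STAT3 luciferase reporter / Incubation: compound pre-incubation 1 h before IL-6, then 6 h stimulation at 37 °C / Control set: IL-6-only high control / Read-out: % activation relative to IL-6 control / Probe or stimulus: Interleukin-6, 33 ng/mL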
STAT3 blocker – IL-6 driven STAT3 reporter inhibitors, primary screen, U3A cells, luciferase, luminescence, MLSCN library | IL-6 STAT3-luciferase reporter; host cell line lacks STAT1 | inhibition, % at 5.5 µM | AID 862, 2007 | actives 0.89% (n = 190,000);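 active = inhibition above the mean inhibition across all screened compounds plus 3 SD, cut at about 44% in these data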;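 also: 0% = DMSO only wells and 100% = 100 µM nifuroxazide control wells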
TLR4 MyD88 comp – inhibitors of TLR4-MyD88 association in cells, primary screen, cell-based, HeLa CL3-4, BLA complementation, FRET ratio | HeLa CL3-4 TLR4/MyD88 BLA complementation | inhibition, % at 8.4 µM | actives 0.18% (n = 200,000) | AID 861, 2007; in the data active = inhibition above about 25%;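 also: 0% = vehicle and 100% = reference inhibitor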
Target sequence (O00206 whole entry, looked up): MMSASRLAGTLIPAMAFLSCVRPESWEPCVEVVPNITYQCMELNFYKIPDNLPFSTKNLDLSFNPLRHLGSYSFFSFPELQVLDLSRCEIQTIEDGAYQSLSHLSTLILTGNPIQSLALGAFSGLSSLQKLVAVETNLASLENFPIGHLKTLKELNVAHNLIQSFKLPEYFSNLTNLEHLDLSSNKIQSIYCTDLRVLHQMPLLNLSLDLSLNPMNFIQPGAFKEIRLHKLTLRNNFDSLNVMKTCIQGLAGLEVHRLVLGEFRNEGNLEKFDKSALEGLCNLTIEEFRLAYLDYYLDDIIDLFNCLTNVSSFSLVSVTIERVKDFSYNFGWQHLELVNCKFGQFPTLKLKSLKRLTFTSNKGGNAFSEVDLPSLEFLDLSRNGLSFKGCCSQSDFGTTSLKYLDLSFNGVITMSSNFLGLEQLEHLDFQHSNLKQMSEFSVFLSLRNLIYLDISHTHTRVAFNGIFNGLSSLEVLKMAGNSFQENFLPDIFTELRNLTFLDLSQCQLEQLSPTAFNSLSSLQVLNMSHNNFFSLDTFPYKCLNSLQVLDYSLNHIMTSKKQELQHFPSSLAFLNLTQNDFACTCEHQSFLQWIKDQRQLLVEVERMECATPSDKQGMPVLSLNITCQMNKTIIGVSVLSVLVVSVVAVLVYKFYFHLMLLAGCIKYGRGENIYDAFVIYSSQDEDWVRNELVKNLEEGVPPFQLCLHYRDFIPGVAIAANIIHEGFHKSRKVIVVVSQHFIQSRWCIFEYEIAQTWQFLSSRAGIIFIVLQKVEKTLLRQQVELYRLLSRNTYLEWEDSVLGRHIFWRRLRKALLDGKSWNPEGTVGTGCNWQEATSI
Target sequence (Q99836 whole entry, looked up): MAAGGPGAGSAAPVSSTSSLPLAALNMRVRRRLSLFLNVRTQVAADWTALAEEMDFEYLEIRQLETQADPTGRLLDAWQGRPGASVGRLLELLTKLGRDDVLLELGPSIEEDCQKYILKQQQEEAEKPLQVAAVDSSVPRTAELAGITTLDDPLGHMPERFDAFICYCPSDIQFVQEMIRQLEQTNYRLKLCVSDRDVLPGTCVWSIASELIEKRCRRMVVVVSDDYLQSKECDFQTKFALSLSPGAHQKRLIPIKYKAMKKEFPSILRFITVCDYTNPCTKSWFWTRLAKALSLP
STAT1 inh – STAT1 signaling inhibitors, primary screen, cell-based, HTS, luciferase reporter; inhibition, % at 5.5 µM; AID 920, 2007; NIH 3T3 STAT1-luciferase reporter, IFN-gamma, luminescence; actives 0.35% (n = 200,000);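 active = inhibition above a set limit, the mean inhibition across all tested compounds plus 3 SD, cut at about 34% in these data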;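 also: 0% = IFN-gamma with DMSO and 100% = IFN-gamma with 300 µM nifuroxazide; values of inactives mirror those of a sister screen read the other way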
STAT1 act – STAT1 signaling activators, primary screen, cell-based, HTS, luciferase reporter | actives 2.6% (n = 200,000) | AID 932, 2007 | activation (% of control), % at 5.5 µM | NIH 3T3 STAT1-luciferase reporter, IFN-gamma, luminescence; 100% = IFN-gamma alone, no compound;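 active = activation above the screen-wide mean activation plus 3 SD, cut at about 130% in these data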;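 also: raw ratio to IFN-gamma control signal so 100% means no change and 0% no light; values of inactives mirror those of a sister screen read the other way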
Diaph inh CS – diaphorase inhibitors and chemical oxidizers, primary screen, counter-screen for diaphorase-coupled primary assays, biochemical, uHTS, resorufin fluorescence. inhibition, % at 20 µM. actives 0.69% (n = 190,000). diaphorase resazurin-to-resorufin fluorescence, NADH, 16 min; bacterial (C. kluyveri) enzyme, not human. AID 1217, 2008;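 active = primary screen inhibition at 20 µM above a set limit, cut at about 50% in these data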;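 also: plate controls were DMSO with full reaction for no effect and wells lacking NADH for full effect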
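Assay system – diaphorase enzyme from Clostridium kluyveri · Amount – diaphorase 0.14 U/mL (working solution) · Times – reaction incubation of 16 min at room temperature · Controls – No-NADH positive control and DMSO neutral control · Signal – resorufin fluorescence 544/590 nm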
Starred values were filed as active, the others as inactive.

Screening CCCN1Cc2cccc(C(=O)Nc3ccc(C)cc3)c2C1=O returned Diaphorase act 1, Hsp70 activator -0.2, G6PDH counter -0.8, STAT3 act 84.4, STAT3 blocker 24.3, TLR4 MyD88 comp 4.2, STAT1 inh -9.5, STAT1 act 108.8 and Diaph inh CS 3.2.
Screening CN1CCN(/N=C/c2ccc(N(C)c3ccccc3)cc2)CC1 returned APP transl inh -6.9, Diaphorase act 0.9, Hsp70 activator 0.3, G6PDH counter 14.3, STAT3 act 90.6, STAT3 blocker 19.0, TLR4 MyD88 comp -12.7, STAT1 inh -5.8, STAT1 act 105.6 and Diaph inh CS 14.1.
Cc1ccc(CCN2CC(C(=O)NCCCN3CCOCC3)CC2=O)cc1 (centres undefined) was read as APP transl inh 7.2, Diaphorase act 0.8, Hsp70 activator -0.1, G6PDH counter -4.5, STAT3 act 100.0, STAT3 blocker 2.9, TLR4 MyD88 comp -13.7, STAT1 inh 0.5, STAT1 act 99.5 and Diaph inh CS 18.2.
Cc1ccc(C(=O)Nc2cc3ccccc3oc2=O)cc1 was read as APP transl inh 66.1*, Diaphorase act 1.1, Hsp70 activator -0.5, G6PDH counter 2.1, STAT3 act 9.9, STAT3 blocker 105.6*, TLR4 MyD88 comp -30.1, STAT1 inh 93.9*, STAT1 act 11.9 and Diaph inh CS -10.9.
Screening Cc1noc(C)c1C(=O)Nc1nnc(-c2ccccc2)s1 returned APP transl inh 0.7, Diaphorase act 0.9, Hsp70 activator -0.1, G6PDH counter -2.7, STAT3 act 92.3, STAT3 blocker 10.9, TLR4 MyD88 comp 11.8, STAT1 inh -5.2, STAT1 act 104.7 and Diaph inh CS 7.2.
For O=C(Nn1cnc2ccccc2c1=O)c1cccc(Cl)c1 the results were APP transl inh -5.0, Diaphorase act 1, Hsp70 activator -0.1, G6PDH counter 1.5, STAT3 act 103.1, STAT3 blocker 2.2, TLR4 MyD88 comp -20.5, STAT1 inh -11.7, STAT1 act 108.4 and Diaph inh CS 3.6.
`O=C(Cn1nnc(-c2ccccc2F)n1)NCc1ccco1` gave APP transl inh -19.7, Diaphorase act 0.9, Hsp70 activator 0.1, G6PDH counter 5.8, STAT3 act 94.3, STAT3 blocker 15.1, TLR4 MyD88 comp -11.4, STAT1 inh -1.4, STAT1 act 101.5 and Diaph inh CS 5.9.
Cc1ccccc1-n1c(C)nnc1SCC(=O)N(C)C1CCS(=O)(=O)C1 (centres undefined) was read as APP transl inh -10.3, Diaphorase act 0.9, Hsp70 activator -0.3, G6PDH counter 9.1, STAT3 act 104.1, STAT3 blocker 0.3, TLR4 MyD88 comp -7.0, STAT1 inh 5.0, STAT1 act 96.8 and Diaph inh CS 10.5.
For Cc1sc2ncnc(N3CCN(C(=O)c4ccco4)CC3)c2c1C the results were APP transl inh -3.5, Diaphorase act 1, Hsp70 activator -0.2, G6PDH counter 8.2, STAT3 act 85.8, STAT3 blocker 21.2, TLR4 MyD88 comp 4.8, STAT1 inh 14.5, STAT1 act 86.1 and Diaph inh CS -3.8.
`Cc1cc(C)n(C(C[N+](=O)[O-])c2ccc(Cl)cc2)n1` (centres undefined) gave APP transl inh 2.6, Diaphorase act 1, Hsp70 activator -0.2, G6PDH counter -4.4, STAT3 act 100.6, STAT3 blocker 5.2, TLR4 MyD88 comp 10.1, STAT1 inh -3.7, STAT1 act 103.4 and Diaph inh CS -1.6.
For C=CC(=O)NCCCc1cc(C(C)(C)C)c(O)c(C(C)(C)C)c1 the results were APP transl inh 18.7, Diaphorase act 0.9, Hsp70 activator -0.5, G6PDH counter -6.7, STAT3 act 89.7, STAT3 blocker 8.5, TLR4 MyD88 comp -8.5, STAT1 inh 3.1, STAT1 act 97.2 and Diaph inh CS 14.4.
For CCOC(=O)N1CCN(C(=O)c2cnc(Nc3ccccc3OC)c3ccccc23)CC1 the results were APP transl inh -13.4, Diaphorase act 1, Hsp70 activator -0.2, G6PDH counter 10.2, STAT3 act 96.7, STAT3 blocker 8.3, TLR4 MyD88 comp 23.1, STAT1 inh 10.1, STAT1 act 91.8 and Diaph inh CS -0.8.
`CCOP(=O)(OCC)C(Nc1cccc(C(F)(F)F)c1)c1ccc(Br)cc1` (centres undefined) gave APP transl inh -5.9, Diaphorase act 0.7, Hsp70 activator -0.3, G6PDH counter 1.4, STAT3 act 109.8, STAT3 blocker -9.5, TLR4 MyD88 comp 9.6, STAT1 inh 1.8, STAT1 act 98.4 and Diaph inh CS 28.4.
For C=COCCNC(=O)C(=O)NC(C)C the results were APP transl inh -6.8, Diaphorase act 1, Hsp70 activator 0.2, G6PDH counter -2.6, STAT3 act 100.3, STAT3 blocker 6.7, TLR4 MyD88 comp 8.1, STAT1 inh 1.0, STAT1 act 99.1 and Diaph inh CS 3.4.
`CCOC(=O)c1nonc1NC(C)=O` gave APP transl inh 14.4, Diaphorase act 1, Hsp70 activator -0.4, G6PDH counter 5.4, STAT3 act 98.6, STAT3 blocker 4.3, TLR4 MyD88 comp -22.1, STAT1 inh 7.4, STAT1 act 93.2 and Diaph inh CS 2.3.
For COC(=O)c1nc2cc(C)ccn2c1F the results were APP transl inh -40.7, Diaphorase act 1, Hsp70 activator -0.1, G6PDH counter -3.9, STAT3 act 98.9, STAT3 blocker 1.6, TLR4 MyD88 comp 4.3, STAT1 inh 3.8, STAT1 act 97.3 and Diaph inh CS 4.5.
CCN1CCN(C(=O)CCN2C(=O)c3ccccc3C2=O)CC1 was read as APP transl inh 12.8, Diaphorase act 1, Hsp70 activator -0.5, G6PDH counter 17.7, STAT3 act 95.3, STAT3 blocker 7.7, TLR4 MyD88 comp -2.0, STAT1 inh 1.0, STAT1 act 96.8 and Diaph inh CS 0.0.
COc1cc(S(=O)(=O)N2CCN(C)CC2)c(OC)cc1Br was read as APP transl inh 1.7, Diaphorase act 0.9, Hsp70 activator 0.1, G6PDH counter 3.3, STAT3 act 98.5, STAT3 blocker 9.3, TLR4 MyD88 comp -1.2, STAT1 inh -0.5, STAT1 act 100.4 and Diaph inh CS 13.5.
Screening FC(F)(F)c1cccc(N2CCN(Cc3cccnc3)CC2)c1 returned APP transl inh -11.5, Diaphorase act 0.8, Hsp70 activator -0.2, G6PDH counter -7.1, STAT3 act 103.3, STAT3 blocker 2.7, TLR4 MyD88 comp 15.5, STAT1 inh 0.8, STAT1 act 100.5 and Diaph inh CS 19.9.
For CCCCOCCCNC(=O)/C=C/c1ccccc1Cl the results were APP transl inh -4.5, Hsp70 activator 0.1, STAT3 act 99.3, STAT3 blocker 9.8, TLR4 MyD88 comp -6.2, STAT1 inh 2.0 and STAT1 act 98.2.
Cc1cc(=O)[nH]c(SCc2cc(Cl)ccc2OC(F)F)n1 was read as APP transl inh 4.5, Diaphorase act 0.9, Hsp70 activator -0.2, G6PDH counter 5.0, STAT3 act 103.0, STAT3 blocker 2.9, TLR4 MyD88 comp -5.5, STAT1 inh -3.6, STAT1 act 102.2 and Diaph inh CS 11.9.
O=CN1CC(=O)N(c2ccccc2)c2c([nH]c3ccccc23)C1 was read as APP transl inh -0.3, Diaphorase act 0.9, Hsp70 activator -0.3, G6PDH counter 17.8, STAT3 act 110.7, STAT3 blocker -4.8, TLR4 MyD88 comp 0.3, STAT1 inh -1.1, STAT1 act 101.0 and Diaph inh CS 9.0.
`COc1cccc(N=CC2=C(O)CCCC2=O)c1` gave APP transl inh 2.7, Diaphorase act 0.9, Hsp70 activator -0.3, G6PDH counter 6.1, STAT3 act 99.0, STAT3 blocker 3.6, TLR4 MyD88 comp -0.2, STAT1 inh -20.4, STAT1 act 117.2 and Diaph inh CS 10.1.
Cc1cc(C)nc(NS(=O)(=O)c2ccc(NC(=S)NC(=O)C(C)C)cc2)n1 was read as APP transl inh -17.5, Diaphorase act 0.9, Hsp70 activator -0.1, G6PDH counter 5.6, STAT3 act 98.4, STAT3 blocker 5.0, TLR4 MyD88 comp 7.0, STAT1 inh 1.5, STAT1 act 100.6 and Diaph inh CS 7.0.
For COc1cccc(C(c2sc3ncnn3c2O)N2CCc3ccccc3C2)c1 (centres undefined) the results were APP transl inh -6.7, Diaphorase act 0.9, Hsp70 activator -0.2, G6PDH counter 4.3, STAT3 act 107.5, STAT3 blocker 0.0, TLR4 MyD88 comp 4.3, STAT1 inh -2.4, STAT1 act 102.2 and Diaph inh CS 9.6.
COc1ccc(OC)c(NC(=O)CSc2nnc(C)n2Cc2ccccc2)c1 was read as APP transl inh 2.1, Diaphorase act 1, Hsp70 activator -0.1, G6PDH counter 2.9, STAT3 act 97.5, STAT3 blocker 7.3, TLR4 MyD88 comp 2.5, STAT1 inh -4.1, STAT1 act 103.7 and Diaph inh CS 3.2.
CCOCCn1c(N2CCN(c3ccccc3)CC2)nc2c1c(=O)n(C)c(=O)n2C was read as APP transl inh 1.1, Diaphorase act 0.9, Hsp70 activator -0.2, G6PDH counter -6.9, STAT3 act 87.4, STAT3 blocker 20.8, TLR4 MyD88 comp -7.0, STAT1 inh 6.7, STAT1 act 92.7 and Diaph inh CS 14.1.
For CCc1ccc(N(CC(=O)NC)S(C)(=O)=O)cc1 the results were APP transl inh -6.9, Diaphorase act 0.8, Hsp70 activator -0.3, G6PDH counter 1.8, STAT3 act 101.1, STAT3 blocker 2.4, TLR4 MyD88 comp 0.1, STAT1 inh -5.5, STAT1 act 105.1 and Diaph inh CS 19.9.

Reprinted at random: two entries already listed, in no set order.
For CCc1ccc(N(CC(=O)NC)S(C)(=O)=O)cc1 the results were APP transl inh -6.9, Diaphorase act 0.8, Hsp70 activator -0.3, G6PDH counter 1.8, STAT3 act 101.1, STAT3 blocker 2.4, TLR4 MyD88 comp 0.1, STAT1 inh -5.5, STAT1 act 105.1 and Diaph inh CS 19.9.
For COc1cccc(C(c2sc3ncnn3c2O)N2CCc3ccccc3C2)c1 (centres undefined) the results were APP transl inh -6.7, Diaphorase act 0.9, Hsp70 activator -0.2, G6PDH counter 4.3, STAT3 act 107.5, STAT3 blocker 0.0, TLR4 MyD88 comp 4.3, STAT1 inh -2.4, STAT1 act 102.2 and Diaph inh CS 9.6.

Source: PubChem BioAssay
